Source: PubChem BioAssay
AmpC detergent – inhibitors of E. coli AmpC beta-lactamase with detergent; AmpC hydrolysis of nitrocefin, absorbance 480 nm, 0.01% Triton; Potency, µM (series often up to 114 µM), inactives show top-dose activity change, negative = inhibition, most hits filed as inhibitors; 370,000 compounds, 0.041% hits; AID 485294;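 note: potency is the fitted concentration of half-maximal effect; 0% = no-compound wells and -100% = no-enzyme wells; nearly all actives have a fitted effect of over 25% in size; some results filed as inactive show a strong effect at the top dose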
Target sequence (P00811 whole entry, looked up): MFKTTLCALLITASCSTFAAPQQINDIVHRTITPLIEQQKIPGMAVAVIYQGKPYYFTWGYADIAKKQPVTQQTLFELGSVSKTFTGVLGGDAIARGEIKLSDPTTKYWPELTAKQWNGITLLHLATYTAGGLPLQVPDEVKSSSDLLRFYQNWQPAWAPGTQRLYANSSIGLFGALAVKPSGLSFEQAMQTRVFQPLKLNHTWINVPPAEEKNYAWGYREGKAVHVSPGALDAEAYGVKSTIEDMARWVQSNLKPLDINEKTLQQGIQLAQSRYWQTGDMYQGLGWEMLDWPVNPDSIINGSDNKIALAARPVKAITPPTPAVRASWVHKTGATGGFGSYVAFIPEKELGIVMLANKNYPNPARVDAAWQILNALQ
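20 mM phosphate pH 7.0 + 0.01% (detergent screen) or 0.0001% Triton X-100; 5.3 nM AmpC reagent; cpd preinc 15 min RT; nitrocefin (800 uM stock) to start; A480 q20 s × 4 min; Activity was normalised to no-enzyme and no-compound control wells.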
AmpC inh no detg – inhibitors of E. coli AmpC beta-lactamase without detergent | P00811 | AmpC nitrocefin hydrolysis, absorbance 480 nm, 0.0001% Triton | Potency, µM (doses to about 57.1 µM), for inactives: top-dose activity change, negative = inhibition, hits mostly inhibitors | 330,000 compounds, 0.52% hits | AID 485341;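 note: potency is the fitted concentration of half-maximal effect; plate controls were no compound for no effect and no enzyme for full effect; nearly all actives have a fitted effect of over 20% in size; some results filed as inactive show a strong effect at the top dose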
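AmpC (5.3 nM in the dispensed reagent) in 20 mM phosphate pH 7.0 with 0.01% (detergent screen) or 0.0001% Triton X-100 was preincubated with compounds for 15 min at room temperature. Nitrocefin was then added from an 800 uM solution, and hydrolysis was followed at 480 nm.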
Sm TGR block – blocks Schistosoma mansoni thioredoxin glutathione reductase; Q962Y6; purified TGR, DTNB reduction, TNB absorbance 405 nm; Potency, µM (series often up to 114 µM), inactives show at the top dose activity change, negative = inhibition, hits mostly inhibitors; AID 485364; 360,000 compounds, 3% hits; note: potency is the fitted concentration of half-maximal effect; nearly all actives have a fitted effect of over 60% in size
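First, TGR (20 nM dispensed) and NADPH were mixed with compound. Second, a 15 min room-temperature incubation followed. Third, further NADPH and then DTNB were added to start the reaction. Finally, TNB absorbance was monitored kinetically.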
HCMV antiviral – inhibitors of human cytomegalovirus; HFF cells, HCMV-luciferase reporter, 72 h; active compounds read low; activity change, negative = inhibition, % at 57.5 µM; 410,000 compounds, 4.5% hits; in the data active = activity change below about -60%; inconclusive = no clear call, values can overlap the other calls; inactive = above about -39%
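Steps: HFFs plated, 16 h 37C; compounds added; HCMV-luciferase added to MOI 1 PFU/cell; 72 h 37C; OneGlo reagent, 5 min room temperature; luminescence read, normalized to controls.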
LmPK inh – inhibitors of Leishmania mexicana pyruvate kinase; Potency, µM (highest dose often 57.5 µM), inactives show top-dose activity change, negative = inhibition, actives largely listed as inhibitors; Q27686; purified LmPK, Kinase-Glo ATP luminescence, 1 h; 290,000 compounds, 0.37% hits; note: potency is the fitted concentration of half-maximal effect
Target sequence (Q27686 whole entry, looked up): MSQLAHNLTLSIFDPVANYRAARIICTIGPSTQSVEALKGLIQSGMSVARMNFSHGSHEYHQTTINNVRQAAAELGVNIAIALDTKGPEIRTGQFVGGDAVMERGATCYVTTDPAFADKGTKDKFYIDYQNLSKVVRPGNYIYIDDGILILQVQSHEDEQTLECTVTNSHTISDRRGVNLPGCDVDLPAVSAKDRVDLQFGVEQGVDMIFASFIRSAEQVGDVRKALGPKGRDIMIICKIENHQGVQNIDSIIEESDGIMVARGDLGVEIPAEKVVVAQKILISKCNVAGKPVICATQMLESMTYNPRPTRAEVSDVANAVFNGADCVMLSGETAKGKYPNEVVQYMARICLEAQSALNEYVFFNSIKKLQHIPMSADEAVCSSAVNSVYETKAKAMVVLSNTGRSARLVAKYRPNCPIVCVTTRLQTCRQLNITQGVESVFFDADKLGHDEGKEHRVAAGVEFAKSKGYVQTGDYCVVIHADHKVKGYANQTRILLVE
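ATP generated from ADP (0.1 mM) and PEP (0.5 mM) by 0.1 nM LmPK over 1 h at room temperature (pH 7.2 imidazole buffer) was detected by coupled luciferase luminescence. Values were normalized to uninhibited and no-enzyme wells.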
Tb PYK inh – blocks Trypanosoma brucei pyruvate kinase. TbPYK enzyme, Kinase-Glo Plus ATP luminescence, 45 min. Q57TT1. Potency, µM (highest dose often 76.8 µM), for the others: at the top dose activity, negative = inhibition, usual class: inhibitors. 410,000 compounds, 0.12% hits; note: potency is the fitted concentration of half-maximal effect; nearly all actives have a fitted effect of over 50% in size
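Assay buffer: 50 mM TEA pH 7.2, 100 mM KCl, 10 mM MgCl2, 0.05% BSA, 0.01% Tween-20. Pyruvate kinase from T. brucei plus substrate met compound, then ADP (130 uM final). Luminescence was read post 45 min RT.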
AMA1-RON2 inh – inhibitors of Plasmodium falciparum AMA1-RON2 interaction | AlphaScreen AMA1-biotinylated RON2 peptide binding | Potency, µM (doses to about 58.2 µM), without a hit: at the top dose activity change, negative = inhibition, actives largely listed as inhibitors | 360,000 compounds, 0.2% hits | AID 720542;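 note: potency is the fitted concentration of half-maximal effect; 0% = vehicle wells and -100% = peptide control; nearly all actives have a fitted effect of over 45% in size; some results filed as inactive show a strong effect at the top dose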
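AMA1 (3D7) with his tag at 25 nM final met compounds first, then biotinylated RON2 peptide at 25 nM; detection used donor plus acceptor beads, 10 µg/mL apiece, read by AlphaScreen after 30 min at room temperature.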
An asterisk follows results filed as active; ? = inconclusive; . = no result given; & = joins results of further samples; [ ] = another dose, or the depositor's remark. Unless noted, calls come from the whole dose curve; as a rule, active = well fitted curve in the direction sought with a large enough effect; inconclusive = small, poorly fitted or top-dose-only effect, or another doubt; inactive = no such curve, though single readings can be large; an effect the other way counts as inactive or inconclusive. Unless noted, % is set by controls: 0 for no effect and ±100 for the full control effect.

SMILES | AmpC detergent | AmpC inh no detg | Sm TGR block | HCMV antiviral | LmPK inh | Tb PYK inh | AMA1-RON2 inh
COc1cc(/C=N/NC(=O)c2ccncc2)ccc1O | -8%&-12% | -4%&-12% | -5%&-10% | -12&15 | -11%&-16% | -13%&2% | 11%&-1%
CCOc1ccc(CN(C)C(=O)[C@H](C)NC(=O)c2ccco2)cc1OC | -2% | -2% | 7% | -24 | -1% | -2% | 12%
C(=N\NCc1ccccc1)/c1ccc2ncccc2c1 | 4% | -34% | 6% | 94 | -12% | -4% | 0%
COc1ccccc1CC(NC(C)=O)C(=O)NC1CCN(C(=O)NCc2ccccc2)CC1 (stereo not given) | -9% | 0% | 3% | -2 | 0% | -1% | 14%
COc1ccc(N2CCN(CCCNC(=O)C(=O)c3c[nH]c4ccccc34)CC2)cc1 | -3% | 65%[activator] | -1% | 19 | 3% | -10% | ?
Cc1onc(-c2c(F)cccc2Cl)c1C(=O)Nc1nccs1 | -8% | -16%[11.4 µM] | -15% | ? | 7% | 2% | 50%[activator]
Cc1oc(-c2cccs2)nc1CS(=O)CC(=O)NCCc1ccccc1 (stereo not given) | -22% | -10% | 10µM* | 26 | -4% | -11% | 10%
O=C(Cc1ccccc1)NCC(=O)OC(c1ccccc1)c1ccccc1 | 7% | -18% | 2% | 1 | 3% | 2% | -5%
CC(C)C1C(C#N)=C(N)Oc2n[nH]c(-c3ccc4ccccc4c3)c21 (stereo not given) | -11% | -50% | 4% | 8 | 6% | 4% | -6%
CCC(=O)NC(=S)Nc1ccc(NC(=S)NC(=O)c2ccccc2)cc1 | 3% | -24% | -7%[57.1 µM] | 66 | 4% | 6% | 33%[activator]
O=C(Cc1ccccc1[N+](=O)[O-])N1CCOCC1 | ? | -18% | 6% | 39 | 0% | 2% | 24%
Cc1cc(NC(=O)COC(=O)[C@@H]2CCCN2C(=O)c2cccs2)no1 | . | . | . | 5 | . | 5% | 0%
C#CCOCCOCCOCCNc1nc(N2CCN(C(=O)[C@H](C)n3cc(CCC(=O)O)nn3)CC2)nc(N2CCN(C(=O)[C@H](CCCCN)n3cc(CCCC)nn3)CC2)n1 | . | . | . | 2 | . | 1% | -6%
COc1ccc(CCN(C)C(=O)CSc2nccn2C)cc1OC | -2% | 1% | 8% | 44 | 9% | 3% | 9%
O=C(NC1CC1)C1Nc2ccc(OC(F)(F)F)cc2C2C=CCC12 (stereo not given) | . | . | . | -35 | . | -8% | 1%
C1CCCCCC(NCCN2CCNCC2)CCCCC1 | 2% | -2% | -11% | -28 | -4% | -8% | -5%
O=C(O)C1CCN(Cc2ccccn2)CC1 | -9% | -6% | 2% | 8 | 0% | -10% | 12%
C=CCn1c(Cc2csc(N)n2)nnc1SCC(=O)OCC | -13% | -17% | 2% | 46 | -3% | -7% | -7%
CC(C)c1ccc(N2C=Nc3ccc(C(C)C)cc3C2)cc1 | 4% | -5% | 3% | -32 | 8% | -1% | -6%
COc1ccc(-c2noc(CCC(=O)NC3CCCCC3)n2)cc1 | ? | 8% | -10% | 15 | -6% | 6% | -3%

Five of the compounds above, in CSV form.
SMILES,AmpC detergent,AmpC inh no detg,Sm TGR block,HCMV antiviral,LmPK inh,Tb PYK inh,AMA1-RON2 inh
O=C(Cc1ccccc1[N+](=O)[O-])N1CCOCC1,?,-18%,6%,39,0%,2%,24%
Cc1cc(NC(=O)COC(=O)[C@@H]2CCCN2C(=O)c2cccs2)no1,.,.,.,5,.,5%,0%
C#CCOCCOCCOCCNc1nc(N2CCN(C(=O)[C@H](C)n3cc(CCC(=O)O)nn3)CC2)nc(N2CCN(C(=O)[C@H](CCCCN)n3cc(CCCC)nn3)CC2)n1,.,.,.,2,.,1%,-6%
COc1ccc(CCN(C)C(=O)CSc2nccn2C)cc1OC,-2%,1%,8%,44,9%,3%,9%
O=C(NC1CC1)C1Nc2ccc(OC(F)(F)F)cc2C2C=CCC12 (stereo not given),.,.,.,-35,.,-8%,1%

The list continues.
SMILES | AmpC detergent | AmpC inh no detg | Sm TGR block | HCMV antiviral | LmPK inh | Tb PYK inh | AMA1-RON2 inh
O=C(CCC(=O)OCc1ccc([N+](=O)[O-])cc1)Nc1ccc(F)cc1 | 5% | -9% | . | -25 | 2% | -2% | -8%
Cc1cn2c(=O)cc(COc3ccccc3NC(=O)c3ccco3)nc2s1 | 19% | . | -7% | 5 | . | 4% | .
Cc1cc(C)n(-c2nnc(Nc3ccc(C)c(Cl)c3)c3ccccc23)n1 | 9% | . | 0% | -98* | . | 4% | .
COc1ccc(N2CCN(C(=O)C3CCCN(S(=O)(=O)c4ccc(F)cc4)C3)CC2)cc1 (stereo not given) | 3% | 104%[activator] | -7% | ? | -1% | -3% | -9%
Cc1cc(C)cc(N(C(=O)c2csnn2)C(C(=O)NC2CCCC2)c2ccccn2)c1 (stereo not given) | -9% | 5% | -6% | -34 | 4% | -3% | 30%[activator]
CC(C=NNc1ccc([N+](=O)[O-])cn1)=Cc1ccccc1 | . | . | . | 113 | . | -14% | 24%
O=[N+]([O-])c1ccccc1Oc1ccc(S(=O)(=O)N2CCOCC2)cc1 | -4% | -4% | 2% | 3 | . | -3% | -1%
O=C(c1ccc(Cl)cc1)n1nc(-c2ccco2)nc1NCc1cccs1 | 11% | . | -32% | 10 | . | 1% | .
COc1cc(SC)ccc1C(=O)Nc1ccc2c(c1)OCO2 | -5% | -35% | . | 5 | -12% | -3% | -8%
CS(=O)(=O)NCC(c1ccco1)N1CCN(c2ccc(F)cc2)CC1 (stereo not given) | -1%&-5% | -10% | -3%&-15% | 74&-4 | 0% | -1%&-2% | 21%
COC(=O)c1ccccc1NC(=O)Cn1c(-c2nonc2N)nc2ccccc21 | ? | -32% | -1% | ? | 3% | -8% | 8%
FC(F)(F)c1cccc(NC(=S)NCC2COc3ccccc3O2)c1 (stereo not given) | -6% | -43% | -5% | ? | 1% | 1% | 47%[activator]
CC(=O)N1CCc2cc(Br)cc(S(=O)(=O)N3CCN(c4cc(C)ccc4C)CC3)c21 | ? | . | 0% | -7 | . | 1% | .
O=c1oc2cc([N+](=O)[O-])ccc2nc1/C=C(O)/C=C/c1ccccc1 | 4% | -39% | 35µM* | . | -1% | . | .
Cc1ccsc1C(=O)NNC(=S)NC1CCCCC1 | -1% | -29% | -1% | 34 | 4% | -21% | 140%[activator]
Cc1ccccc1NC(=O)Cn1cnc2c(oc3ccccc32)c1=O | 3% | -10% | -9% | 61 | -4% | 13% | -7%
CC(NC(=O)Cc1c(F)cccc1Cl)C1CCCO1 (stereo not given) | -20% | -8% | 13% | -13 | 6% | -20% | 10%
O=C1CC2(CCCC2)C(=O)N1CN1CCN(S(=O)(=O)c2cc(F)ccc2F)CC1 | . | . | . | 2 | . | -8% | 1%
c1ccc2nc(N3CCN(Cc4ccc5c(c4)OCO5)CC3)cnc2c1 | 6% | 86%[activator] | . | -25 | 5% | 1% | ?
CCOCCCNC(=S)N1CCC(NC(=O)C23CC4CC(CC(C4)C2)C3)CC1 | 6% | -17% | 0% | -30 | 7% | -4% | 8%

Molecules above that contain a CF3 group, in the order listed:
SMILES | AmpC detergent | AmpC inh no detg | Sm TGR block | HCMV antiviral | LmPK inh | Tb PYK inh | AMA1-RON2 inh
O=C(NC1CC1)C1Nc2ccc(OC(F)(F)F)cc2C2C=CCC12 (stereo not given) | . | . | . | -35 | . | -8% | 1%
FC(F)(F)c1cccc(NC(=S)NCC2COc3ccccc3O2)c1 (stereo not given) | -6% | -43% | -5% | ? | 1% | 1% | 47%[activator]

Later entries:
SMILES | AmpC detergent | AmpC inh no detg | Sm TGR block | HCMV antiviral | LmPK inh | Tb PYK inh | AMA1-RON2 inh
Cc1nn(-c2ccccc2)c(C)c1/C=C/C(=O)OC(C)C(=O)Nc1ncc(Cl)cc1Cl (stereo not given) | -21% | 45% | 4% | -33 | 1% | 5% | -12%
COc1cccc(OC)c1C(=O)N1CCN(S(=O)(=O)c2ccc(C)cc2)CC1 | -1% | . | -31% | -20 | 4% | 1% | 11%
COc1ccc(OC)c(NC(=O)CSc2nc(=O)n(CCN(C)C)c3c2CCC3)c1 | 2% | . | 7% | 51 | . | -1% | .
Cc1ccc2nc(Nc3ccc(C)c(C)c3)c3nncn3c2c1 | 1% | 11% | -7% | 1 | -1% | 2% | -8%
OC(CNCCCCNCC(O)C(F)(F)F)C(F)(F)F (stereo not given) | ? | -4%[2.29 µM] | 0% | -12 | -2% | -21% | 39%[activator]
COC(=O)c1nc(NC(=S)NC(=O)c2cccs2)sc1C | -3% | -49% | ? | -17 | -5% | -2% | 29%
O=C(Nc1cccs1)NC1CCCC1 | -6% | -14% | -15% | ? | 4% | -8% | -6%
O=C(NC1CCCCCC1)C1CCCN(c2ncccn2)C1 (stereo not given) | 4% | -2% | 23% | 19 | -3% | 4% | -5%
COc1ccc(/C=C/C(=O)Nc2ccccc2F)cc1S(=O)(=O)N1CCOCC1 | . | 0% | . | -19 | . | -4% | -1%
CC(=O)NC(Cc1ccc(N(CCCl)CCCl)cc1)C(=O)NC(CC(C)C)C(=O)O (stereo not given) | 8% | -11% | 28µM* | 15 | 14% | 4% | -10%
CCC(=O)N=c1ccn(C2=Nc3ccccc3NC2=C(C#N)C#N)cc1 | 5% | -14% | 3% | -7 | -8% | -11% | 7%
Cc1noc(C)c1COc1ccccc1C(=O)N1CCN(S(=O)(=O)c2cccc([N+](=O)[O-])c2)CC1 | 4% | 213%[activator] | -2% | ? | . | 4% | 4%[11.6 µM]
CC(C)Cc1ccc(-c2ccc3nccn3c2)cc1 | . | . | . | -1 | . | 0% | 18%
COc1ccc([C@@H]2[C@@H](C(=O)C(C)(C)C)N3N=Cc4ccccc4[C@@H]3C23C(=O)OC(C)(C)OC3=O)cc1OC | ? | -9% | 0% | -40 | 0% | -2% | -19%
CCCC(C)NC(=O)CN(Cc1ccco1)S(=O)(=O)c1ccccc1 (stereo not given) | -1% | 4% | -18% | 0 | . | 1% | 3%
